CHRM4 antagonist – blocks acetylcholine activation of human M4 receptor; CHO-hM4 cells, ACh EC80, Fluo-8 calcium fluorescence; AID 624125; inhibition, % at 3 µM; P08173; hit rate 0.73% among 360,000;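 active = inhibition above its plate's cutoff, the mean inhibition of sample wells plus 3 SD, cut at about 27% in these data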;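 also: 0% = acetylcholine EC80 with DMSO and 100% = DMSO without agonist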
Target sequence (P08173 whole entry, looked up): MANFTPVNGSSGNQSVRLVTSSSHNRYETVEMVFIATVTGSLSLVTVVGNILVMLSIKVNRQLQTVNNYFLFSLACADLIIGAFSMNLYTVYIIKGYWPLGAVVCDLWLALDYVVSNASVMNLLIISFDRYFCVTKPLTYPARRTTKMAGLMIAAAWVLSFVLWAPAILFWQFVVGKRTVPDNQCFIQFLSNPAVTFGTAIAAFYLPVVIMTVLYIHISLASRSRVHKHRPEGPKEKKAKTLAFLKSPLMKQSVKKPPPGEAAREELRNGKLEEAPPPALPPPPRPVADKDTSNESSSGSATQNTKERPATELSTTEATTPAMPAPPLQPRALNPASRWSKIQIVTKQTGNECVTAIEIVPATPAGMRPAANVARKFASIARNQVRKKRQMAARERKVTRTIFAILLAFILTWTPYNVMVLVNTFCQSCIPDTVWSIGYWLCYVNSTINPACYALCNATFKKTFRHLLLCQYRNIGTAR
CHRM5 agonist – CHRM5 agonism in calcium assay; P08912; CHO-K1 hM5 cells, Fluo-8 calcium fluorescence; 0% DMSO wells, 100% maximal acetylcholine response; activation, % at 3 µM; hit rate 0.19% among 360,000; AID 624037;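 active = activation above the run's mean over test compounds plus 3 SD, cut at about 23% in these data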;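 also: signal is peak over basal fluorescence ratio across the kinetic read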
Target sequence (P08912 whole entry, looked up): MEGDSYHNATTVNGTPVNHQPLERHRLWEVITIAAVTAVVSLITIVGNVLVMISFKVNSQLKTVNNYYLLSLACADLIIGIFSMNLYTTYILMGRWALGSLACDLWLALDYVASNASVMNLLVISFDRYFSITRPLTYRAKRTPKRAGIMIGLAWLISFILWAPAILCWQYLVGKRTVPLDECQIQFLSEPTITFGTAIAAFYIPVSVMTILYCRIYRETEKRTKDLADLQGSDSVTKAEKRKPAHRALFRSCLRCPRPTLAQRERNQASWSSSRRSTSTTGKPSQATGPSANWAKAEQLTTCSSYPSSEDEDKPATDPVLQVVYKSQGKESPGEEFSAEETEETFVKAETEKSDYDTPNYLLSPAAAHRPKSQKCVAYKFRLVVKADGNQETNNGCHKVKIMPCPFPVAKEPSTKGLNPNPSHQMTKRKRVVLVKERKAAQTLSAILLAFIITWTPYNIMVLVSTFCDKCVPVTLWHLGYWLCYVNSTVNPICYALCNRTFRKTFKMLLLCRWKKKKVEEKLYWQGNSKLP
CRFR2-BP ag – agonists of human CRF-binding protein/CRF-R2 receptor complex; activation, % at 13.2 µM; hit rate 0.46% among 350,000; HEK293 CRF-R2/CRF-BP, calcium dye fluorescence (FLIPR); percent of saturating CRF peptide response;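 active = activation of at least 50%, plus an integration ratio under a set limit after plate pattern correction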;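 also: plate controls were neutral control wells without compound for no effect and CRF at EC100 for full effect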
CHRM4 PAM – positive allosteric modulators of human muscarinic M4 receptor; hit rate 0.4% among 360,000; activation, % at 3 µM; AID 624126; CHO-K1 hM4/Gqi5, Fluo-8 calcium fluorescence, ACh EC20; 0% = ACh EC20, 100% = maximal ACh; P08173;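 active = activation above its plate's cutoff, the mean activation of sample wells plus 3 SD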; also: some results filed as inactive read as strong as hits
M4 ag – agonists of human muscarinic M4 receptor (CHRM4). P08173. CHO-K1 hM4/Gqi5, Fluo-8 calcium fluorescence; vehicle 0%, full acetylcholine response 100%. activation, % at 3 µM. hit rate 0.14% among 360,000. AID 624127;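 active = activation above the run mean over all test wells plus 3 SD, cut at about 32% in these data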;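 also: peak over basal fluorescence ratio per well then scaled between controls; 0% = DMSO wells and 100% = acetylcholine at EC100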
CHRM5 antagonist – blocks acetylcholine activation of human M5 receptor | inhibition, % at 3 µM | CHO-hM5 cells, Fluo-8 calcium fluorescence, ACh EC80 | hit rate 0.59% among 360,000 | AID 624040 | P08912;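 active = inhibition above a per-plate cutoff, the mean of that plate's test compounds plus 3 SD, cut at about 27% in these data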;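 also: 0% = acetylcholine EC80 with DMSO and 100% = DMSO without agonist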
CRFR2-BP antag – antagonists of CRF-binding protein/CRF-R2 receptor complex; HEK293 CRF-R2/CRF-BP, CRF-induced calcium fluorescence; hit rate 0.59% among 350,000; inhibition, % at 11.8 µM; AID 588475;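 active = inhibition of the ligand-induced calcium signal above about 50% at the single tested concentration, limit read from the data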
M5 PAM – positive allosteric modulators of human muscarinic M5 receptor. P08912. CHO-K1 hM5, Fluo-8 calcium, ACh EC20 PAM; 0% = ACh EC20, 100% = ACh EC100. activation, % at 3 µM. hit rate 0.3% among 360,000. AID 624038;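 active = activation above the run cutoff, the mean activation of all test compounds plus 3 SD, cut at about 18% in these data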
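Test system: CHO-K1 hM5 cells / Doses: single-point, 3 µM nominal / Times: Post-acetylcholine fluorescence recording 140 s / Technique: Fluo-8 calcium fluorescence / Measure: Max/basal fluorescence ratio as % of EC20–EC100 ACh window / Benchmarks: low control EC20 acetylcholine (0%), high control EC100 acetylcholine (100%) / Replicates: one well per compound, no replicates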
IDE cell inh – inhibits human insulin-degrading enzyme in HEK cells | P14735 | FAbetaB cleavage, fluorescence polarization | inhibition, % at 5.59 µM | hit rate 0.41% among 320,000;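 active = percent inhibition above the average of all tested compounds plus 3 SD, set per screening campaign, cut at about 16% in these data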;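 also: IDE supplied by intact live HEK cells; FP after avidin binding of uncleaved biotin substrate so inhibition keeps polarization high; 0% = DMSO wells and 100% = 60 µM reference IDE inhibitor Ii1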
The depositor's hits bear a star; . = no result given. The order is random. About 2.9% of those tested had a hit in this group.

SMILES | CHRM4 antagonist | CHRM5 agonist | CRFR2-BP ag | CHRM4 PAM | M4 ag | CHRM5 antagonist | CRFR2-BP antag | M5 PAM | IDE cell inh
Cc1cc(Br)ccc1NC(=O)CNC(=O)CSc1n[nH]c(N)n1 | -4 | -5 | 2.4 | 8 | 1 | -1 | 13 | -1 | 7
COc1ccc(Br)cc1C(=O)NC(=S)Nc1ccc(Cl)c(C(=O)O)c1 | 5 | -1 | -4.7 | 0 | 0 | 5 | 16 | 5 | 1
COc1ccc(C(c2sc3nc(C)nn3c2O)N2CCC(C(N)=O)CC2)cc1OC (configuration not stated) | -14 | 0 | -2.4 | 10 | 0 | 0 | -16 | -1 | 6
CC(C)(C)NC(=O)CSc1nncn1NCc1ccccc1 | -2 | -1 | 0.7 | 10 | 1 | -7 | -6 | 3 | 0
CCNc1nc(NC(C)C)nc(N(C#N)CCOc2ccc(Cl)cc2Cl)n1 | -20 | -2 | 2.1 | 7 | -2 | -9 | -7 | 3 | 4
O=C(Nc1ccc2ccccc2n1)c1ccccc1Br | -10 | -1 | 0.3 | -3 | 4 | -1 | -10 | -4 | 1
Cc1cc(SCC(=O)NC(=O)c2cccn2C)nc2ccccc12 | 6 | 1 | -0.1 | -2 | 0 | 4 | -13 | -4 | 0
Cc1ccc(C)c(SCC(=O)OCC(=O)NCc2ccccc2)c1 | -1 | -4 | 0.5 | 1 | 1 | 8 | 4 | 2 | -2
CCOC(=O)C1=C(C)N=C2SC(C)C(=O)N2C1c1cccc(F)c1 (configuration not stated) | -1 | -11 | -0.7 | -5 | 0 | -6 | 4 | -23 | -10
Cc1ccccc1OCCn1cc(C=O)c2ccccc21 | 5 | 4 | 1.1 | -10 | 8 | 3 | -9 | -2 | -2
CS(=O)(=O)N1CCN(C(=O)CSc2ccccc2)CC1 | -9 | -3 | 7.2 | 5 | 1 | 5 | -2 | -4 | 2
COc1ccc(-c2cnnn2-c2ccc(NC(=O)c3ccc(S(=O)(=O)N4CCCCC4)cc3)cc2)cc1 | -2 | 0 | 1.1 | 1 | 2 | -3 | 2 | 2 | 9
COc1cc(C2/C(=C(\O)c3ccc4c(c3)CC(C)O4)C(=O)C(=O)N2CC2CCCO2)cc(OC)c1OC (configuration not stated) | 2 | -4 | 6.1 | 2 | 0 | 3 | -4 | -5 | .
Cc1cc(C)n2nc(SCc3ccccc3)nc2n1 | -8 | -2 | -1.2 | -1 | 0 | 5 | -18 | 3 | 10
O=C(CCSc1nnc(-c2ccncc2)o1)Nc1ccc(Cl)cc1 | 5 | -3 | -0.5 | 3 | 10 | -5 | -8 | 1 | 8

Copied from the list:
In CHRM4 antagonist, CCOC(=O)C1=C(C)N=C2SC(C)C(=O)N2C1c1cccc(F)c1 (configuration not stated) shows -1
In CRFR2-BP antag, Cc1ccccc1OCCn1cc(C=O)c2ccccc21 shows -9

Complete entries from above.
`COc1ccc(Br)cc1C(=O)NC(=S)Nc1ccc(Cl)c(C(=O)O)c1` is listed as CHRM4 antagonist = 5; CHRM5 agonist = -1; CRFR2-BP ag = -4.7; CHRM4 PAM = 0; M4 ag = 0; CHRM5 antagonist = 5; CRFR2-BP antag = 16; M5 PAM = 5; IDE cell inh = 1
`Cc1cc(C)n2nc(SCc3ccccc3)nc2n1` is listed as CHRM4 antagonist = -8; CHRM5 agonist = -2; CRFR2-BP ag = -1.2; CHRM4 PAM = -1; M4 ag = 0; CHRM5 antagonist = 5; CRFR2-BP antag = -18; M5 PAM = 3; IDE cell inh = 10

(listing goes on)
SMILES | CHRM4 antagonist | CHRM5 agonist | CRFR2-BP ag | CHRM4 PAM | M4 ag | CHRM5 antagonist | CRFR2-BP antag | M5 PAM | IDE cell inh
CCCCNCCOCCOc1ccccc1-c1ccccc1 | 5 | -7 | -0.2 | -20 | 5 | 7 | -18 | -11 | -1
Oc1cccc(Nc2nc(-c3ccccc3Cl)nc3ccccc23)c1 | 0 | -4 | -0.5 | -4 | 8 | 4 | 2 | -9 | -1
CC(Sc1nnc(-c2ccc(Cl)cc2)n1N)C(=O)NCC1CCCO1 (configuration not stated) | -8 | -1 | -1.0 | 9 | 1 | -2 | -3 | 4 | 3
O=[N+]([O-])c1cccc(N/N=C/c2cccc(O)c2O)c1 | 1 | 0 | -0.4 | -10 | 7 | 15 | -20 | -8 | -5
O=C(CNC(=O)c1ccncc1)N/N=C/c1cccc([N+](=O)[O-])c1 | 0 | 0 | 0.4 | 2 | 7 | -3 | -2 | 2 | 0
Cc1cc(C)c(C#N)c(SCc2ccccc2C(=O)O)n1 | -5 | -3 | -1.8 | 12 | -2 | -5 | -7 | 8 | 9
O=C(Cn1c(-c2ccccn2)nc2ccccc21)NCCN1CCOCC1 | -9 | -3 | -0.7 | 6 | 1 | -13 | 14 | 14 | 7
O=C(CCc1ccc(S(=O)(=O)N2CCOCC2)cc1)Nc1ccc(N2CCOCC2)cc1 | -7 | -7 | -1.7 | 3 | 1 | -15 | -1 | 8 | 2
CCN(CC)S(=O)(=O)c1ccc(OC(C)C)c(N)c1 | -8 | -1 | 0.0 | 0 | 1 | -4 | 23 | -5 | 3
CCC1(C)Cc2c(sc3nnn(CC(=O)Nc4cccc5ccccc45)c(=O)c23)CO1 (configuration not stated) | 0 | 4 | 5.4 | 1 | 2 | -19 | -1 | 2 | -2
O=C(NCCc1ccccc1)C(c1ccc(F)cc1)N(C(=O)c1csnn1)C1CC1 (configuration not stated) | -7 | -2 | -0.1 | 1 | 1 | 9 | -4 | 0 | 4
COc1ccc(CC(=O)Nc2cccc(C)n2)cc1OC | -4 | -1 | 0.8 | 10 | 3 | 4 | 3 | -3 | 2
N#Cc1ccccc1CSCCNC(=O)Cc1c(F)cccc1Cl | -9 | -2 | 1.3 | 7 | 3 | -12 | -24 | 3 | 4
Cc1nc2ccc(C(=O)N(C)Cc3ccco3)cn2c1N(C)CC1CCCCC1 | -6 | 1 | . | -12 | 8 | 3 | . | -9 | .
C=CCNc1cnn(-c2ccc(C)cc2)c(=O)c1Sc1ccc(C)cc1 | -11 | -14 | -0.4 | 5 | -2 | 3 | -28 | 4 | 4
CC(C)C(C)NC(=O)COc1ccc(S(=O)(=O)N2CCOCC2)cc1Cl (configuration not stated) | 6 | 3 | -1.9 | 5 | 3 | -1 | 21 | 3 | 12
COc1ccc(-c2c(S(=O)(=O)c3ccccc3)cnn2-c2ccccc2)cc1 | -9 | -5 | 0.3 | -13 | 1 | 6 | 18 | -14 | 1
Cc1cccc(NC(=O)C(C)Sc2nc3nc(C)cc(C)n3n2)c1 (configuration not stated) | 2 | 5 | -0.2 | 7 | 4 | -6 | 1 | 8 | 2
CCCCNC(=O)C1Cc2cc(S(=O)(=O)N3CCCC3)ccc2N1C(C)=O (configuration not stated) | -2 | -1 | 0.2 | -1 | 0 | 7 | 20 | -2 | -1
COc1cccc(N2CC(C(=O)Oc3ccc4ccccc4c3)CC2=O)c1 (configuration not stated) | -1 | -1 | 2.0 | 14 | 2 | -4 | -2 | 3 | 3
O=C(O)CCN1C(=O)/C(=C\c2cccc(Oc3ccccc3)c2)SC1=S | -2 | 2 | -0.2 | 3 | 1 | -2 | 35 | 3 | -1
COc1ccc2cc(-c3ccccc3)ncc2c1 | 0 | 1 | -1.8 | 4 | 2 | -7 | 3 | 12 | -1
O=c1ccc2cc(S(=O)(=O)N3CCN(c4cc(Cl)ccc4Cl)CC3)ccc2o1 | -1 | -3 | 2.0 | -13 | -1 | 7 | -6 | -8 | 6
CCCCC(=O)Nc1ccc(NC(=O)c2cccs2)cn1 | 9 | -2 | 1.7 | 8 | 1 | -7 | -4 | -6 | -1
CC(=O)c1ccc(OCC(=O)OCC(=O)N(CC(C)C)c2c(N)n(Cc3ccccc3)c(=O)[nH]c2=O)cc1 | -2 | 4 | -0.5 | 14 | 2 | 3 | 1 | 3 | .
Cc1nc2c(ncn2-c2ccccc2)c(=O)n1NC(=O)CN1CCCCC1 | -4 | -1 | -1.1 | 0 | 0 | 9 | 0 | 2 | 4
CC(C)c1ccc(CNC(=O)CCc2ccccc2)cc1 | -11 | -4 | -1.1 | -2 | -1 | -4 | 6 | 14 | 2
Cc1ccc(N(CC(=O)NC2CCCCC2)S(=O)(=O)c2c(C)nn(C)c2C)cc1 | 8 | -7 | 0.2 | -3 | 1 | 11 | 5 | 1 | -1
CCOC(=O)N1CCN(CCC(=O)Nc2ccccc2)CC1 | -8 | -6 | 0.4 | 4 | 1 | -6 | 6 | 9 | 0
Cc1cccn2c(=O)c(/C=C(\C#N)C(N)=O)c(N3CCN(Cc4ccc5c(c4)OCO5)CC3)nc12 | 40* | -7 | -3.1 | -20 | 7 | -13 | 21 | 2 | 0
C=CC[n+]1c(-c2ccc(C)cc2)csc1Nc1c(C)n(C)n(-c2ccccc2)c1=O | 0 | -8 | 0.1 | -11 | 1 | 5 | 20 | -6 | 0
O=C(COC(=O)c1cnc(Cl)c(Cl)c1)NCc1cccs1 | -6 | 2 | 0.1 | 0 | 5 | -3 | 9 | -1 | -1
COc1cc(CN(C)CC2CCCN(CCc3cccc(C(F)(F)F)c3)C2)ccc1O (configuration not stated) | 22 | -20 | 4.0 | -15 | 1 | 7 | -22 | 0 | -6
CC(CC(=O)NCC1CCCO1)c1ccccc1 (configuration not stated) | -1 | -2 | -0.5 | -4 | 1 | 7 | 4 | -3 | 1
COc1ccc(/C=C/C(=O)NC2CCCCCCC2)cc1S(=O)(=O)N1CCOCC1 | -11 | -1 | -2.7 | -6 | 6 | 12 | -25 | -10 | 3
CCOCN(C(=O)Cn1c(CO)nc2ccccc21)c1c(C)cccc1CC | -8 | -1 | -0.9 | 8 | 1 | -1 | -13 | -4 | -7
C=CCn1c2c(c3ccccc31)CCC2 | 11 | 1 | . | -5 | 0 | 6 | . | -3 | .
COC(=O)C1=CN(c2c(C)cc(C)cc2C)C(N)=C(C#N)C1c1cccc(F)c1 (configuration not stated) | -2 | 1 | . | -7 | 8 | 8 | . | -12 | .
Cc1ccc(S(=O)(=O)NCc2ccc(/C=C(/C#N)C(=O)NCc3ccccc3)o2)cc1 | 11 | -1 | -1.1 | -3 | 1 | 0 | 4 | 1 | 1

Five entries drawn at random from the list so far, as already listed:
SMILES | CHRM4 antagonist | CHRM5 agonist | CRFR2-BP ag | CHRM4 PAM | M4 ag | CHRM5 antagonist | CRFR2-BP antag | M5 PAM | IDE cell inh
O=C(COC(=O)c1cnc(Cl)c(Cl)c1)NCc1cccs1 | -6 | 2 | 0.1 | 0 | 5 | -3 | 9 | -1 | -1
CC(C)(C)NC(=O)CSc1nncn1NCc1ccccc1 | -2 | -1 | 0.7 | 10 | 1 | -7 | -6 | 3 | 0
O=C(Cn1c(-c2ccccn2)nc2ccccc21)NCCN1CCOCC1 | -9 | -3 | -0.7 | 6 | 1 | -13 | 14 | 14 | 7
COc1ccc(/C=C/C(=O)NC2CCCCCCC2)cc1S(=O)(=O)N1CCOCC1 | -11 | -1 | -2.7 | -6 | 6 | 12 | -25 | -10 | 3
O=C(O)CCN1C(=O)/C(=C\c2cccc(Oc3ccccc3)c2)SC1=S | -2 | 2 | -0.2 | 3 | 1 | -2 | 35 | 3 | -1

Source: PubChem BioAssay (several laboratories)
